High-throughput results deposited in PubChem by National Center for Advancing Translational Sciences (NCATS).
D1 potentiator – human D1 dopamine receptor positive modulation. P21728. HEK293 TREx D1 cells, calcium flux, dopamine EC20 potentiation. potentiation, % at 10 µM. actives 0.036% (n = 360,000). AID 504651; in the data active = potentiation above about 30%; note: 0% is about no effect
D1 ag – activates the human D1 dopamine receptor | activation, % at 2 µM | actives 1% (n = 360,000) | HEK293 T-REx D1 cells, calcium flux, agonist mode | P21728; in the data active = activation above about 30%; note: 0% is about no effect
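Tetracycline-induced HEK293 TREx D1 cells, force-coupled to calcium signalling, were dye-loaded with a no-wash calcium kit. Compound was pin-added after a 10 s baseline. Fluorescence was read kinetically at 1 cycle/s for 180 s, with calcium rises flagged as agonism.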
D1 antag – blocks dopamine activation of the human D1 receptor; activity change, negative = inhibition, % at 10 µM; P21728; HEK293 TREx D1 cells, calcium flux, dopamine EC80; hits give low values; actives 3.2% (n = 360,000); in the data active = activity change below about -30%; note: % is set by controls: 0 for no effect and ±100 for the full control effect
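Cells carrying a force-coupled, tetracycline-inducible human D1 receptor report calcium flux. Each well gets a 10 s baseline, compound with 180 s monitoring, then an EC80 dopamine stimulus with a second 180 s kinetic read.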
D2 potentiator – D2 dopamine receptor (human) potentiation | P14416 | HEK293 T-REx D2, calcium flux, EC20 dopamine potentiation | potentiation, % at 10 µM | actives 0.34% (n = 340,000) | AID 485347;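 active = potentiation over 3 SD above the plate norm, cut at about 30% in these data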; note: 0% is about no effect
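Tetracycline-induced HEK293 T-REx cells force-coupled to calcium signalling expressed D2; compounds were pin-added after a 10 s baseline, read kinetically 180 s, then an EC20 dopamine challenge followed with a further 180 s calcium read.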
RXFP1 agonist – RXFP1 (human) receptor agonism | HEK293T-RXFP1 cAMP TR-FRET, 30 min; response scale: percent of porcine relaxin response, buffer zero | Potency, µM (doses to about 57.5 µM), for inactives: at the top dose activation, most hits filed as activators | actives 0.3% (n = 370,000); note: potency is the fitted concentration of half-maximal effect; % is set by controls: 0 for no effect and ±100 for the full control effect; nearly all actives have a fitted effect of over 60% in size; many of its hits are not listed in these tables
Target sequence (Q9HBX9 whole entry, looked up): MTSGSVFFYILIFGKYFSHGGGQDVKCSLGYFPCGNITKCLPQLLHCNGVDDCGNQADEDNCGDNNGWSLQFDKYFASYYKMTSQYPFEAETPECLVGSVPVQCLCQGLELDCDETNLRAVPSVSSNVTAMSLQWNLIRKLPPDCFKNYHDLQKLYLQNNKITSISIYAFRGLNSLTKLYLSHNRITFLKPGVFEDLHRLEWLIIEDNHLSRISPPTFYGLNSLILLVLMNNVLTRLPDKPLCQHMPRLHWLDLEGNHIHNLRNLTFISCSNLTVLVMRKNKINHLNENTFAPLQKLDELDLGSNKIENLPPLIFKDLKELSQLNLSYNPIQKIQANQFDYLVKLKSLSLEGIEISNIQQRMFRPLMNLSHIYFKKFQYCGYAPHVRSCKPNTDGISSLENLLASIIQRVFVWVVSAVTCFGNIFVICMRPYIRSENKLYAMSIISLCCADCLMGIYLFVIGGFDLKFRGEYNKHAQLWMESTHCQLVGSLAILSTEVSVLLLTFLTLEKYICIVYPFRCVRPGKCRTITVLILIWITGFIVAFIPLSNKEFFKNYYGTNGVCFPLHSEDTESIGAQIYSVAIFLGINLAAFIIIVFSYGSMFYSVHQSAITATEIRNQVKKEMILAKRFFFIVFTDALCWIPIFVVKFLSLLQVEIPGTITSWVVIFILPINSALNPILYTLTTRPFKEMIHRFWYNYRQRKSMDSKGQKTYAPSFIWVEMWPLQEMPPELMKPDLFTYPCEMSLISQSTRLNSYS
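HEK293 cells stably expressing RXFP1, treated 30 min at 37C with compounds plus PDE4 inhibitor Ro 20174; cAMP measured by HTRF TR-FRET. Normalized to buffer and 29 nM porcine relaxin; EC50 by Hill fit.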
LDHA inh – LDHA (human) enzyme inhibition; P00338; purified LDHA, NADH/diaphorase-resazurin fluorescence; hits give low values; activity change, % (values are at about 110 or 230 µM); actives 0.15% (n = 480,000); in the data active = activity change below about -30%; inconclusive = mostly about -25% to -30%;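 note: plate controls were DMSO wells for no effect and wells without enzyme for full effect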
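Remaining NADH was detected by diaphorase (0.133 mg/mL) converting 37 µM resazurin to fluorescent resorufin, read at 0 and 20 minutes. The preceding 5-minute room-temperature reaction used 2 nM LDHA, 0.2 mM sodium pyruvate and 0.06 mM NADH at pH 7.4.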
Glioma ERSR ind – induces the endoplasmic reticulum stress response in human glioma cells. AID 602332. actives 0.02% (n = 420,000). U87-MG GRP78 promoter luciferase reporter, 16 h. Potency, µM, inactives show top-dose activation, usual class: activators; note: potency is the fitted concentration of half-maximal effect; series mostly up to about 76 µM; % of control where 0% means no effect; nearly all actives have a fitted effect of over 35% in size
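ERSR induction read as luciferase luminescence (Bright-Glo, 10 min at room temperature) in stably transfected human U87-MG glioma cells exposed to compounds for 16 h, using GRP78 as sensor.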
Vif-A3G inh – blocks the Vif interaction with human APOBEC3G | Q9HC16 | HeLa A3G-eYFP + Vif (tagged APOBEC3G with the HIV-1 protein that degrades it), YFP fluorescence, overnight | Potency, µM (series often up to 46.1 µM), for the others: top-dose activity, negative = active, most hits filed as inhibitors | actives 0.076% (n = 410,000);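 note: potency is the fitted concentration of half-maximal effect; % is set by controls: 0 for no effect and ±100 for the full control effect; nearly all actives have a fitted effect of over 60% in size; hits raise eYFP signal because A3G escapes Vif-driven loss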
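HeLa cells stably expressing Vif and C-terminally eYFP-tagged A3G, seeded overnight at 37 deg C, then exposed to compound by pintool overnight at 37 deg C. Rise in yellow fluorescence (Ex 488/Em 500-530, Acumen) marks blocked Vif-driven A3G degradation.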
Vif-APOBEC3F blk – Vif-A3F binding inhibition; HeLa A3F-eYFP + Vif (tagged APOBEC3F with the HIV-1 protein that degrades it), YFP fluorescence increase; Potency, µM (titrated, usually from 46.1 µM), inactives show at the top dose activity, negative = active; actives 0.2% (n = 390,000); note: potency is the fitted concentration of half-maximal effect; % of control where 0% means no effect; nearly all actives have a fitted effect of over 65% in size
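Fluorescence increase (Ex 488/Em 500-530) after overnight compound treatment at 37 deg C flags inhibition of Vif-driven A3F-eYFP loss in stable HeLa A3F-eYFP/Vif cells seeded overnight beforehand.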
An asterisk follows results filed as active; ? = inconclusive; / = not tested or not shown. Unless noted, calls come from the whole dose curve; as a rule, active = well fitted curve in the direction sought with a large enough effect; inconclusive = small, poorly fitted or top-dose-only effect, or another doubt; inactive = no such curve, though single readings can be large; an effect the other way counts as inactive or inconclusive. A portion of the library. The share of hits here may be higher or lower than overall.

Value order: RXFP1 agonist, LDHA inh, Vif-A3G inh, D1 ag, D1 antag, Glioma ERSR ind, Vif-APOBEC3F blk, D2 potentiator, D1 potentiator
1	CC1(C)CC2CC(C)(CN2Cc2cccc([N+](=O)[O-])c2)C1 (configuration not stated)
 : -1.8%, -8, -1%, 0, 26, -1%, -16%, 1, 0
2	O=C(CCC(=O)c1cccs1)Nc1ccc(F)c(F)c1F
 : 0.4%, 3, 0%, 5, 12, -3%, 3%, 11, -2
3	Cc1cc(C(=O)COc2ccccc2C(N)=O)c(C)n1C1CC1
 : -1.8%, -2, 0%, 8, 1, 3%, 0%, 18, 0
4	C=CCn1c(CNS(=O)(=O)c2ccc(Cl)cc2)n[nH]c1=S
 : -0.2%, -9, 0%, 1, -16, -1%, 0%, -5, -4
5	CCN(CC)CC(=O)Nc1cccc(S(=O)(=O)N2CCCC2)c1
 : -3.7%, -5, -1%, 5, 1, -5%, -10%, -8, -3
6	O=C(COC(=O)c1cccc(Cl)c1)NCc1ccccc1
 : /, -5, -1%, /, /, -3%, -5%, /, /
7	N#Cc1ccccc1NC(=O)C(=O)NCCc1csc2nc(-c3cccc(F)c3)nn12
 : 0.3%, -2, 2%, 4, -11, -4%, -7%, 19, -1
8	Cc1cccc(CN2CCN(CC(=O)NCc3cccs3)C2=O)c1
 : 0.5%, -5, 2%, 4, 4, 0%, 1%, 12, -2
9	Fc1cccc(C2NN=C(c3ccccc3)S2)c1 (configuration not stated)
 : 0.7%, 4, -12%, 4, -23, 1%, 18%, -6, -2
10	Cc1ccc(C(C[N+](=O)[O-])c2c(N)n(C)c(=O)n(C)c2=O)cc1 (configuration not stated)
 : 0.0%, -1, ?, 3, -6, -11%, -1%, 9, 6
11	O=C(COC(=O)CC1CC2CCC1C2)NCc1ccc(Cl)cc1 (configuration not stated)
 : /, -6, -5%, /, /, -2%, 10%, /, /
12	CN(C)S(=O)(=O)N1CCC(Oc2ccc(C(=O)NCc3cnn(C)c3)cc2)CC1
 : 0.4%, -3, 3%, 2, 13, 0%, -8%, 5, -2
13	CCOC(=O)N1CCC(N2C(=O)c3ccccc3C2Nc2ccc(S(=O)(=O)N3CCCCC3)cc2)CC1 (configuration not stated)
 : 0.2%, /, /, 0, -21, /, /, 3, -12
14	C/C(CC(=O)NCc1ccc(F)cc1)=N\NC(N)=S
 : -0.4%, -10, 0%, 2, 4, -7%, 2%, 3, 0
15	O=C(C1COc2ccccc2O1)N1CCCC1 (configuration not stated)
 : 2.5%, -3, 0%, 2, -6, 0%, 10%, -3, 3
16	Cc1ccc(C(=O)c2cc([N+](=O)[O-])ccc2N2CCCCC2)cc1
 : -0.6%, 1, -37%, 2, -6, -5%, ?, 1, 2
17	Cc1ccc(NC(=O)Cn2cnc3c(nnn3Cc3ccc(F)cc3)c2=O)cc1
 : 1.0%, -12, -5%, 0, -3, -5%, -15%, -2, -4
18	CC(OC(=O)c1nccnc1N)C(=O)Nc1ccc(S(=O)(=O)N2CCCC2)cc1 (configuration not stated)
 : -0.2%, -8, 0%, 3, 0, -2%, 3%, 29, 11
19	Cc1cc(-n2c(C)cc(C(=S)N3CCOCC3)c2C)ccc1Br
 : 6.6%, -3, 3%, 4, -5, -4%, 1%, -9, -2
20	CC1CC(Nc2ccccc2)c2ccccc2N1C(=O)c1cccnc1 (configuration not stated)
 : -2.3%, 10, -31%, -1, 4, -5%, -3%, -4, -4

7 entries already listed, ordered by SMILES length, highest first:
Value order: RXFP1 agonist, LDHA inh, Vif-A3G inh, D1 ag, D1 antag, Glioma ERSR ind, Vif-APOBEC3F blk, D2 potentiator, D1 potentiator
18	CC(OC(=O)c1nccnc1N)C(=O)Nc1ccc(S(=O)(=O)N2CCCC2)cc1 (configuration not stated)
 : -0.2%, -8, 0%, 3, 0, -2%, 3%, 29, 11
4	C=CCn1c(CNS(=O)(=O)c2ccc(Cl)cc2)n[nH]c1=S
 : -0.2%, -9, 0%, 1, -16, -1%, 0%, -5, -4
5	CCN(CC)CC(=O)Nc1cccc(S(=O)(=O)N2CCCC2)c1
 : -3.7%, -5, -1%, 5, 1, -5%, -10%, -8, -3
3	Cc1cc(C(=O)COc2ccccc2C(N)=O)c(C)n1C1CC1
 : -1.8%, -2, 0%, 8, 1, 3%, 0%, 18, 0
2	O=C(CCC(=O)c1cccs1)Nc1ccc(F)c(F)c1F
 : 0.4%, 3, 0%, 5, 12, -3%, 3%, 11, -2
6	O=C(COC(=O)c1cccc(Cl)c1)NCc1ccccc1
 : /, -5, -1%, /, /, -3%, -5%, /, /
9	Fc1cccc(C2NN=C(c3ccccc3)S2)c1 (configuration not stated)
 : 0.7%, 4, -12%, 4, -23, 1%, 18%, -6, -2

The list goes on.
Value order: RXFP1 agonist, LDHA inh, Vif-A3G inh, D1 ag, D1 antag, Glioma ERSR ind, Vif-APOBEC3F blk, D2 potentiator, D1 potentiator
21	CC(C)CC(=O)NC(C)C(c1cccs1)N1CCOCC1 (configuration not stated)
 : 0.0%, 0, -2%, 2, 4, -2%, 6%, 2, 3
22	COc1ccccc1C(=O)NC(CCSC)C(=O)NNC(=O)c1csc(N2CCOCC2)n1 (configuration not stated)
 : 0.9%, -1, 0%, 2, 5, -5%, -14%, -6, 1
23	CC(=O)c1ccc(NC(=O)c2ccc(-c3ccc(Cl)cc3)o2)cc1
 : ?, 0, /, 2, -5, /, /, 5, -2
24	CNS(=O)(=O)c1ccc2c3c(cccc13)C(=O)N2C
 : 12%, 0, -2%, -2, -11, -2%, -14%, -4, 3
25	COC(=O)c1cc(OC)c(OC)cc1NC(=S)N1CCN(c2ccccn2)CC1
 : 0.4%, 0, -3%, 0, -18, -4%, -34%, -6, -9
26	COc1ccc(NC(=S)N(CCCN2CCCC2)Cc2ccco2)cc1
 : 0.0%, -3, 1%, 2, 33, -4%, -4%, -8, -11
27	CC(=O)Nc1ccc(Nc2nc3c(S(=O)(=O)c4ccc(C)c(C)c4)nnn3c3ccccc23)cc1
 : 15%, -6, 0%, 5, 11, -3%, 7%, 11, -1
28	Cc1ccc(NCc2n[nH]c(=S)n2-c2ccccc2)cc1Cl
 : 14%, -9, 2%, 4, -11, 1%, 3%, 4, -4
29	COc1ccc(C2/C=C\CN(CC3CC3)CC(=O)N2Cc2ccc(F)cc2)cc1 (configuration not stated)
 : 1.8%, 1, 0%, 8, 11, 0%, 5%, 5, -2
30	Cc1ccc(C(=O)NC(=S)NNC(=O)COc2ccc([N+](=O)[O-])cc2)cc1
 : 0.7%, -6, 0%, 3, 10, -3%, 10%, /, -3
31	CC(C)CCOP(=O)(c1ccc(N(C)C)cc1)C(O)c1ccccc1F (configuration not stated)
 : -4.6%, -7, -5%, 0, 7, -4%, -4%, 8, 3
32	Cc1cccc(N2CCN(C(=O)CSc3ccsc3[N+](=O)[O-])CC2C)c1 (configuration not stated)
 : -1.5%, 1, -7%, 1, -13, -3%, 0%, 6, 8
33	Cc1cc2nc(-c3ccc(SCC(=O)Nc4ccc(S(=O)(=O)NC5CC5)cc4)nc3)[nH]c2cc1C
 : -0.3%, -7, -8%, 7, -6, -1%, ?, 0, 4
34	COC(=O)c1[nH]c2ccc(F)cc2c1NS(=O)(=O)c1ccc(F)c(C)c1
 : 0.5%, 1, -2%, 0, -16, -1%, 3%, 23, -12
35	NC(=O)c1c(N)sc2c1CCC2
 : -2.6%, 10, -1%, -1, 6, -1%, -14%, 5, -5
36	CCc1nn2cc(C(=O)c3cc(C)ccc3O)cnc2c1-c1ccc(F)cc1
 : -0.1%, 0, -4%, 2, 10, -3%, 2%, -7, 7
37	CN(C(=O)CSc1nc2ccccc2n1CC(=O)N(C)c1ccc(F)cc1)c1ccccc1
 : 4.3%, -2, 2%, -1, 0, 1%, 3%, 0, 1
38	COc1cc(C2c3cc4c(cc3OC(N3CCCC3)C2C)OCO4)cc(OC)c1O (configuration not stated)
 : /, 7, ?, /, /, -7%, 0%, /, /
39	COc1cccc(Cn2c(=O)n(-c3cccc(Cl)c3C)c(=O)c3c4c(sc32)CN(C(C)=O)CC4)c1
 : 0.2%, -1, -7%, 0, 7, -4%, 2%, -6, -2
40	Nc1nc(-c2ccc(Oc3ccccc3)cc2)cs1
 : 0.7%, 2, 2%, 3, -13, 7%, 4%, -1, -10
41	Cn1c2c(c(=O)n(C)c1=O)C(c1ccc(C(F)(F)F)cc1)CC(=O)N2 (configuration not stated)
 : /, 1, -1%, /, /, -2%, -3%, /, /
42	CCCC1(C(=O)OCC)NC(c2cc(OC)c(OC)c(OC)c2)C2C(=O)N(CC)C(=O)C21 (configuration not stated)
 : 1.7%, 6, 0%, 5, -2, -5%, 4%, 17, -4
43	CCN1C(=O)[C@H]2[C@@H](c3ccc(-c4cccc(Cl)c4)c(OC)c3)N[C@@](C)(C(=O)OC)[C@H]2C1=O
 : -0.8%, 0, 0%, 20, -2, -4%, 1%, 21, -4
44	C[C@@H]1CN([C@@H](C)CO)S(=O)(=O)c2ccc(C#CC(C)(C)O)cc2O[C@H]1CN(C)C(=O)C1CCCCC1
 : /, -15, -6%, /, /, -5%, -1%, /, /
45	Cc1c(/C=N\NC(=O)C2COc3ccc(C(C)(C)C)cc3O2)c2ccccc2n1C (configuration not stated)
 : -2.4%, -9, 2%, -1, -86*, -3%, -3%, -10, -12
